# Source: PubChem
# Jurkat NFkB inh: lowers PMA/ionomycin-induced NF-kB signal in Jurkat cells; PMA/ionomycin-induced NF-kB luciferase reporter, luminescence; inhibition, % at 4 µM; 330,000 tested, 0.53% active; AID 435003
# SENP7 block: inhibitors of human SENP7 protease | Q9BQF6 | recombinant SENP7, Z-RLRGG-aminoluciferin luminescence, 40 min | inhibition, % at 5 µM | 330,000 tested, 1.5% active;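 active = inhibition above about 50% at the single test dose, limit read from the data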;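 also: plate controls were DMSO with enzyme for no effect and no enzyme buffer wells for full effect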
# Target sequence (Q9BQF6 706-1050 limits assumed): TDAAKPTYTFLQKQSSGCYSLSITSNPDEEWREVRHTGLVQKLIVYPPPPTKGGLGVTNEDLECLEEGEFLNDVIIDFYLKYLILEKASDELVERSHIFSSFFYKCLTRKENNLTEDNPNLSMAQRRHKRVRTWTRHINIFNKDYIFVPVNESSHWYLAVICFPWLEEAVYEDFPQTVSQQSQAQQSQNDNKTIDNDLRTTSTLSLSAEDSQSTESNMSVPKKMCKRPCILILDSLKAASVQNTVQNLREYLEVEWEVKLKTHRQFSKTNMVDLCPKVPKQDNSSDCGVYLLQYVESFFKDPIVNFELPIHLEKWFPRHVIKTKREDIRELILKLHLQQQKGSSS
# UBC13 polyUb: human UBC13 polyubiquitination inhibition; AID 485273; inhibition, % at 20 µM; 330,000 tested, 0.47% active; UBC13 polyubiquitin chain formation, TR-FRET; P61088; in the data active = inhibition above about 45%, passing the limit was not always enough; inconclusive = no clear call, values can overlap the other calls
# Target sequence (P61088 whole entry, looked up): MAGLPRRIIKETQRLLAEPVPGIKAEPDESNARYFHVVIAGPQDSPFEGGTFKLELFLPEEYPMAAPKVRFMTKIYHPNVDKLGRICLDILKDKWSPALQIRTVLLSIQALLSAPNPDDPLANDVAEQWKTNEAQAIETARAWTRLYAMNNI
# SENP8 inh: inhibitors of human SENP8 protease. Q96LD8. AID 2540. purified SENP8, Z-RLRGG-aminoluciferin cleavage, luminescence. 330,000 tested, 1.2% active. inhibition, % at 10 µM
# Target sequence (Q96LD8 whole entry, looked up): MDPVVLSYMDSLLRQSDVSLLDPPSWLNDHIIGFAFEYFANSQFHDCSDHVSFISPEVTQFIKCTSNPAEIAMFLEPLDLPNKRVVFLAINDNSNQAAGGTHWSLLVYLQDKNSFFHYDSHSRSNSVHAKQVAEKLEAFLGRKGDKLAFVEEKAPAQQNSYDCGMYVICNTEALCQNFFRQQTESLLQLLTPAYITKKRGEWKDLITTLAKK
# HKDC1 inh: HKDC1 (human) hexokinase inhibition; Q2TB90; inhibition, % at 20 µM; recombinant HKDC1, G6PDH/diaphorase resazurin coupled fluorescence; 340,000 tested, 0.16% active; AID 493160;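 active = inhibition above about 35% when tested at 20 µM, limit read from the data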;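 also: plate controls were DMSO wells with enzyme for no effect and DMSO wells lacking enzyme for full effect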
#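 Assay system: in-house recombinant HK5 (HKDC1) enzyme. Input: HKDC1 at 5 µg/mL. Medium: Tris pH 8.0 buffer with MgCl2, Tween-20, BSA, BME. Dosing: single 20 µM dose. Schedule: 90 min reaction incubation at room temperature, dark. Signal: resazurin-to-resorufin fluorescence via G6PDH and diaphorase coupling, 525/613 nm. Controls: DMSO-enzyme wells negative, buffer-substituted wells positive.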
# Gli-Sufu block: blocks Gli-Sufu signaling in a luciferase reporter. Sufu-KO-LIGHT fibroblasts, Gli luciferase reporter luminescence. inhibition, % at 5 µM. 340,000 tested, 0.74% active. AID 588413;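 active = inhibition above about 55%, limit read from the data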;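 also: 0% = DMSO-treated cells and 100% = wells with medium but no cells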
# 697 NFkB inh: inhibitors of the PMA/ionomycin-induced NF-kB reporter in 697 B cells | 697 B-cell NF-kB luciferase reporter, 16 h | inhibition, % at 4 µM | 330,000 tested, 0.33% active; in the data active = inhibition above about 35%
# Apaf1 inhib: blocks human Apaf-1 apoptosome activity. O14727. reconstituted apoptosome caspase-3 activity, DEVD-Rh110 fluorescence. inhibition, % at 20 µM. 330,000 tested, 0.71% active. AID 489030; active = inhibition of at least 40% at 20 µM;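 also: plate controls were DMSO wells for no effect and DEVD-CHO caspase inhibitor wells for full effect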
#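 detection = Rh110 fluorescence intensity | test system = biochemical Apaf-1 apoptosome reconstitution | also added = cytochrome c and DEVD-Rh110 substrate | schedule = 30 min plus 50 min, RT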
# Active calls of the source: *; i = inactive; u = inconclusive. Rule as the data show it, unless noted: active = inhibition above about 50%; inactive = the rest.
1) COc1ccc(CN2CCN(C3CCC3)CC2CCO)c(F)c1 (stereo not given)
2) CCOc1ccccc1CN1CCNC(=O)C1CC(=O)N(C)Cc1nonc1C (stereo not given)
3) COc1ccc(C(=O)CN2C(=O)NC(C)(c3ccc(C)cc3)C2=O)cc1OC (stereo not given)
4) Cc1cc(C)c2nc(SCC(=O)NCCC3=CCCCC3)cc(C)c2c1
5) O=C(CCc1nnc(CCCCc2ccccc2)o1)NCCN1CCCCC1=O
6) CCCOc1ccc(N2C(=O)CC(NNC(=O)c3ccc(COc4ccccc4)o3)C2=O)cc1 (stereo not given)
compound no.	1	2	3	4	5	6
Jurkat NFkB inh	6.0	6.6	15.4	0.1	4.8	2.0
SENP7 block	10.8	-0.1	2.4	-8.1	-6.9	1.1
UBC13 polyUb	-3.4	4.8	-4.8	-1.5	-3.8	2.1
SENP8 inh	-14.7	4.2	-5.0	-11.4	-6.8	-1.2
HKDC1 inh	-4.7	-1.5	-10.2	-13.8	-6.2	-13.6
Gli-Sufu block	13.7	0.5	6.2	-4.8	5.3	-2.2
697 NFkB inh	10.3	-7.7	6.8	4.9	2.1	7.5
Apaf1 inhib	2.7	3.6	-0.4	-3.5	3.9	6.1

7) CCOC(=O)c1cc(C#N)c(SCC(=O)c2cc(C#N)c(SC)nc2C)[nH]c1=O
8) COc1ccc(NC(C)=O)cc1S(=O)(=O)NC(Cc1ccccc1)C(=O)NCc1ccccc1C (stereo not given)
9) Cc1ccc([N+](=O)[O-])cc1NC(=O)CN(C(=O)c1ccccc1Cl)C1CCCCC1
10) Cc1ccc2c(c1)NC(=O)C(CC(=O)NCCN(CC(C)C)CC(C)C)O2 (stereo not given)
11) COc1ccc(C2CC(=O)c3c(O)cc(O)cc3O2)c(CC=C(C)C)c1OC (stereo not given)
12) NC(=O)c1ccc(/C=N/O)[n+](Cc2ccccc2)c1
compound no.	7	8	9	10	11	12
Jurkat NFkB inh	-6.9	-17.7	0.2	7.0	-1.2	-1.5
SENP7 block	8.3	1.9	-6.7	11.0	8.7	-4.7
UBC13 polyUb	-1.3	-1.8	9.1	3.5	-4.6	-1.9
SENP8 inh	1.9	-9.4	-8.9	4.9	5.3	16.6
HKDC1 inh	-16.0	-3.5	-5.3	-1.9	2.8	-6.4
Gli-Sufu block	3.6	15.6	9.9	2.8	0.3	11.2
697 NFkB inh	13.0	-5.1	10.0	-12.9	0.3	-8.0
Apaf1 inhib	16.4	9.4	9.4	-2.5	3.0	1.7

13) CCC(=O)NC(=S)NNC(=O)c1ccc([N+](=O)[O-])cc1
14) Cc1ccc(C2CC(C(F)F)n3ncc(C(=O)Nc4cnn(Cc5ccccc5C)c4)c3N2)cc1 (stereo not given)
15) Cc1nn(C)c(NC(=O)c2ccc(Cl)cc2)c1Cl
16) CCc1ccc(NC(=S)Nc2cccc3cnccc23)cc1
17) COCCn1c(SCC(=O)N2CCCCCC2)nnc1-c1ccco1
18) CC1=C(C#N)C2C(/C1=N/O)C2(C)C (stereo not given)
compound no.	13	14	15	16	17	18
Jurkat NFkB inh	-3.9	2.6	3.2	-32.1	-16.0	0.4
SENP7 block	-13.3	1.5	-3.9	64.0*	-0.9	-10.4
UBC13 polyUb	67.5*	7.5	5.8	-22.9	2.8	-1.6
SENP8 inh	-10.6	1.0	1.6	82.6*	-1.8	-5.8
HKDC1 inh	-13.3	-3.6	-0.2	21.4	-2.9	-2.1
Gli-Sufu block	-0.3	25.6	-4.2	-29.2	-0.8	5.2
697 NFkB inh	-13.4	20.8	20.0	-43.0	5.3	-25.9
Apaf1 inhib	-2.7	10.8	-2.6	88.6*	7.0	-23.9

19) O=[N+]([O-])c1ccccc1N/N=C/c1cccc(O)c1O
20) COc1ccc(N2CCN(CC(=O)c3ccccc3)CC2)cc1
21) COc1ccc(C(=O)/C=C/C(=O)N(Cc2ccccc2OC)C(C(=O)NC2CCCCC2)c2ccncc2)c(O)c1 (stereo not given)
22) Cc1ccc(NC(=O)CSc2nnc(CCC(=O)O)c(=O)[nH]2)cc1
23) O=C(NCCN1CCOCC1)c1ccc(Cl)c(S(=O)(=O)N2CCCCCC2)c1
24) CCN(Cc1ccccc1)Cc1cccc([N+](=O)[O-])c1
compound no.	19	20	21	22	23	24
Jurkat NFkB inh	-33.9	-14.5	9.3	-3.4	10.7	8.9
SENP7 block	98.4*	2.7	2.9	5.1	11.2	2.0
UBC13 polyUb	-33.0	-1.5	13.4	-1.5	-4.7	21.5
SENP8 inh	87.9*	5.1	-7.1	-7.5	3.5	-10.4
HKDC1 inh	-5.4	0.1	10.6	-10.1	-6.4	4.3
Gli-Sufu block	12.8	14.3	7.1	1.7	-0.9	1.6
697 NFkB inh	i	-6.8	19.6	13.4	-1.8	7.3
Apaf1 inhib	-2.0	8.4	22.7	-14.3	10.3	-6.8

25) Cc1noc(C)c1CSCC(=O)Nc1ccc(OC(F)F)c(Cl)c1
26) CC(OC(=O)c1ccc(F)c(S(=O)(=O)N2CCOCC2)c1)C(=O)NCC1CCCCC1 (stereo not given)
27) C=CCSc1nc(N(CC)CC)c2sccc2n1
28) O=C(C1CC(=O)N(C2CCCCC2)C1)N1CCc2ccccc21 (stereo not given)
29) CCOC(=O)CC1C(=O)NCCN1S(=O)(=O)c1ccccc1Cl (stereo not given)
30) O/N=C/c1ccc(OCc2ccccc2)c(Cl)c1
compound no.	25	26	27	28	29	30
Jurkat NFkB inh	8.0	-2.9	-29.2	9.5	-1.9	-119.0
SENP7 block	-4.0	-12.9	2.0	1.1	7.8	59.2*
UBC13 polyUb	1.2	-4.8	-1.5	2.6	-0.7	3.1
SENP8 inh	0.7	-12.1	4.4	1.6	-6.2	64.5*
HKDC1 inh	-1.6	-6.8	-2.9	-12.6	-3.2	16.9
Gli-Sufu block	-2.4	-12.1	5.8	-0.1	-6.1	-42.3
697 NFkB inh	9.0	25.9	-30.9	29.1	-14.9	-96.5
Apaf1 inhib	10.1	3.1	20.4	-2.1	0.9	17.1

31) COc1ccc(NC(=O)COc2ccccc2)cc1Cl
32) CCN(CC)c1nc2c(c(=O)[nH]c(=O)n2C)n1Cc1ccccc1Cl
33) Cc1ccc(NS(=O)(=O)c2ccc(NS(=O)(=O)c3cccs3)cc2)cc1
34) COc1cccc(C2CC(c3cccs3)=NN2C(=O)CSc2nc3ccccc3o2)c1OC (stereo not given)
35) COc1cc(CC2COC(=O)C2(O)Cc2ccc(O)c(OC)c2)ccc1O (stereo not given)
36) CC(C)Oc1ccccc1NC(=O)CSc1nccn1C
compound no.	31	32	33	34	35	36
Jurkat NFkB inh	0.9	-4.5	-3.4	-3.9	12.4	-5.8
SENP7 block	5.2	-1.6	-4.9	-0.2	-7.9	4.2
UBC13 polyUb	-4.2	5.0	-1.8	10.5	3.9	4.4
SENP8 inh	-1.0	-1.8	1.3	-1.7	5.3	8.1
HKDC1 inh	8.1	-4.9	9.5	-5.5	-2.2	-1.6
Gli-Sufu block	-14.3	5.8	-5.3	10.4	17.4	-16.1
697 NFkB inh	6.7	-1.1	19.4	6.7	-14.2	-0.2
Apaf1 inhib	7.9	8.9	-18.6	10.0	-4.4	-4.4

# The listing continues:
# Values run as follows: Jurkat NFkB inh, SENP7 block, UBC13 polyUb, SENP8 inh, HKDC1 inh, Gli-Sufu block, 697 NFkB inh, Apaf1 inhib
[37] CCCC1C(=O)N(Cc2ccccc2)C(=O)CC1C (stereo not given)
    -5.1, 6.8, -0.6, 3.1, -5.3, -1.4, 1.0, -5.5
[38] Cc1ccc2sc(NNC(=O)c3cc(=O)c4ccccc4o3)nc2c1C
    -21.9, 19.0, -92.4, 93.5*, -20.6, -3.9, -48.3, 12.7
[39] CCn1cc(C(=O)NCC(OC)OC)c(=O)c2cc(S(=O)(=O)N(C)C3CCCCC3)ccc21
    4.4, -4.9, -5.4, 0.2, 6.1, 4.0, 23.7, 1.0
[40] CC(C)Sc1nc2c([nH]c3ccccc32)c(=O)n1C
    3.4, -3.7, -6.3, -12.4, 9.4, 0.5, -3.1, -5.1
[41] Cc1cc(=O)oc2cc(OC(C)C(=O)NCC3CCC(C(=O)O)CC3)c(Cl)cc12 (stereo not given)
    -15.3, 9.7, 0.4, 6.0, 6.0, 0.1, -1.7, 9.3
[42] CCCCOc1ccccc1NC(=O)C=C(C)C
    -8.6, 2.5, 1.1, 9.6, -7.0, 7.2, 0.1, -11.7
[43] COc1ccccc1NC(=O)C1CCN(S(=O)(=O)c2ccc3c(c2)NC(=O)C(C)S3)CC1 (stereo not given)
    -4.1, 1.8, -0.4, 4.6, 8.4, -4.7, -28.5, 9.2
[44] Cc1nc(N2CCN(c3ccccn3)CC2)c2c(C)c(C(=O)Nc3c(F)cc(F)cc3Br)sc2n1
    6.1, -0.9, u, 4.8, 4.1, 35.9, -21.2, 16.7
[45] C/C(=N\Nc1ccc(Cl)c(Cl)c1)c1ccc(-n2ccnc2)cc1
    -10.8, -11.4, 0.5, -8.0, -1.3, -12.2, -1.0, 5.7
[46] O=C(NC(=S)Nc1ccccc1OC(F)F)c1ccc2c(c1)OCO2
    1.4, 6.8, 4.5, 3.5, -3.1, -16.4, -19.3, -0.2
[47] CCn1c(SCC(=O)NC2CC2)nnc1-c1ccc(C)cc1
    5.5, -1.2, 2.8, 6.8, -7.7, 2.3, 17.1, -6.2
[48] CN(C)CCOCCOc1ccccc1-c1ccccc1
    0.2, -4.3, 12.0, -2.8, -8.5, 6.1, 17.5, -12.2
[49] OCCCNc1nc(-c2ccc(Cl)cc2)nnc1-c1ccccc1
    -46.8, -12.3, 3.1, -12.0, 17.0, -10.1, -55.7, 9.7
[50] O=C(CSc1nnc(C2COc3ccccc3O2)o1)NC1CCCCC1 (stereo not given)
    -11.0, 0.4, 13.8, -6.7, -6.5, -7.6, -3.6, -2.9
[51] O=C(O)C1CC1c1ccc(Br)cc1 (stereo not given)
    13.7, -1.8, 3.3, -10.0, -3.4, 5.9, 11.0, -6.8
[52] CC1CCCCC1NC(=O)CSc1nnc(CNC(=O)c2ccccc2)n1C (stereo not given)
    -4.7, -6.5, -24.1, -8.7, -2.4, -1.3, -11.0, 4.2
[53] CS(=O)(=O)Nc1ccc(N2CCN(c3ccc(C(F)(F)F)cn3)CC2)nc1
    1.0, -0.3, -3.6, -10.3, -3.7, 22.9, -44.2, 6.9
[54] CCOC(=O)N1CCN(C(=O)CSc2nnc(-c3cccc(OC)c3)o2)CC1
    -4.9, 7.9, -2.9, -2.8, -3.6, -1.4, -5.5, 6.0
[55] COc1ccc(Nc2ncnc3c2cnn3-c2ccccc2)cc1OC
    -5.5, -6.7, 8.1, -2.5, 5.7, -18.6, 6.1, 11.3
[56] COc1ccc(CCNC(=O)c2cc(=O)c3cc(C)ccc3o2)cc1OC
    2.4, 0.0, 3.3, 1.0, 3.4, 9.1, -5.5, -4.8
[57] CCC(=O)OCC(=O)N=c1sccn1Cc1ccc(C)cc1
    11.7, 4.3, 9.6, 1.8, -7.5, 5.1, 12.4, -3.1
[58] COc1ccc(C)cc1Nc1n[n+](-c2ccccc2)c(-c2ccc(NC(C)=O)cc2)s1
    3.5, 5.8, 32.1, -6.2, -0.9, -32.6, 4.0, 20.0
[59] CC/C(C)=N/NS(=O)(=O)c1ccc(C)c([N+](=O)[O-])c1
    2.9, -4.7, 4.5, 4.7, -2.7, 1.6, 23.5, -7.5
[60] CC(C)(C)N1CC(c2nc3ccccc3n2Cc2ccc(Cl)cc2)CC1=O (stereo not given)
    11.5, -3.2, 8.9, -0.1, 0.8, 2.8, 27.0, -5.4
[61] O=C1CCC/C(=N/NC(=O)c2ccc(CN3c4cccc5cccc(c45)S3(=O)=O)cc2)C1
    11.6, -0.2, 4.2, -2.7, -5.8, 3.1, -4.6, -0.9
[62] CCn1c(=O)cc(OCC(=O)NCC2CCCO2)c2ccccc21 (stereo not given)
    -8.6, 1.3, -13.2, 8.6, -1.1, 3.4, 18.5, 0.5
